From PubChem
NOD1 NF-kB reporter: inhibition of NOD1-driven NF-kB reporter – cell-based, luminescence, uHTS, primary screen (AID 1578) | inhibition, % at 4 µM; hits with a dose series show EC50 in µM | NOD1-driven NF-kB luciferase reporter cells, luminescence; higher % means a stronger effect | actives 1% (n = 290,000); in the data active means inhibition mostly above about 36%, no sharp cut-off; inactive means mostly below about 34%;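 further: HEK-293T reporter cells stimulated with the NOD1 agonist gamma-tri-DAP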
KOR beta-arrestin-1: kappa opioid receptor blockers – cell-based, luminescence, uHTS (AID 1778); one-dose inhibition, % at 10 µM; IC50 in µM for titrated hits; KOR beta-arrestin recruitment, luminescence, antagonist mode; higher % means a stronger effect; actives 0.091% (n = 290,000); further: strong numbers were not always called active
KOR beta-arrestin-2: KOR agonists, beta-arrestin recruitment, primary screen, cell-based, luminescence, uHTS (AID 1777); KOR beta-arrestin recruitment, luminescence; higher % means a stronger effect; one-dose activation, % at 10 µM; EC50 in µM for titrated hits; actives 0.02% (n = 280,000); in the data active means activation above about 50%, passing the limit was not always enough; further: a part of the inactive calls stands beside numbers as strong as those of hits
SV40 large T antigen: SV40 large T antigen inhibitors, biochemical (AID 1903). SV40 large T antigen ATPase/helicase inhibition assay; higher % means a stronger effect. actives 0.39% (n = 310,000). inhibition, % at 20 µM; hits with a dose series show IC50 in µM; in the data active means a potency from the dose series; further: strong numbers were not always called active
GPR55 LPI antagonism: inhibition of LPI-stimulated GPR55 beta-arrestin translocation – imaging, U2OS, beta-arrestin-GFP, LPI agonist, primary screen (AID 2013); U2OS GPR55 beta-arrestin-GFP translocation imaging, LPI antagonism; higher % means a stronger effect; inhibition, % at 10 µM; hits with a dose series show IC50 in µM; actives 0.13% (n = 290,000);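 active means spots per cell inhibited over 60%, with over 100 cells counted and total cytoplasm intensity under 500,000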;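 further: U2OS cells stably carrying GPR55 and arrestin-GFP stimulated by 5 µM LPI near EC80; imaged beta-arrestin-GFP aggregate spots per cell after agonist stimulation; plate controls were LPI-stimulated DMSO wells for no effect and DMSO wells without LPI for full effect; some results filed as inactive read as strong as hits; confirmed hits need IC50 under 10 µM and bright autofluorescent wells are also inconclusive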
HEK293 NOD2/NF-kB: NOD2 signaling inhibitors, cell-based, luminescence, uHTS, HEK293 (AID 1566); HEK293 NOD2/NF-kB luciferase reporter, luminescence; higher % means a stronger effect; inhibition, % at 4 µM, or EC50 in µM where a hit was titrated; actives 0.63% (n = 290,000); further: many of its hits are not listed in these tables
Rac1 GTP hydrolysis: MgcRacGAP GTPase-activating activity inhibitors, confirmation, biochemical, ADP Hunter fluorescence; MgcRacGAP-stimulated Rac1 GTP hydrolysis, ADP Hunter fluorescence; higher % means a stronger effect; GST-tagged Rac1 F28L mutant substrate; inhibition, % at 30 µM; hits with a dose series show IC50 in µM; actives 0.6% (n = 340,000); AID 624330;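 active means first-screen hits whose inhibition reached a set limit at any dose in the follow-up dose series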;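 further: fluorescence reports GDP produced by GAP-driven GTP hydrolysis; strong numbers were not always called active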
GPR55 activation: selective activators of receptor GPR55 – imaging, U2OS cells, beta-arrestin-GFP redistribution, primary screen (AID 1961); U2OS GPR55 beta-arrestin-GFP redistribution imaging; higher % means a stronger effect; one-dose activation, % at 10 µM; EC50 in µM for titrated hits; actives 0.048% (n = 290,000);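 active means activation above 40% with more than 50 cells counted in the well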;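 further: U2OS osteosarcoma cells stably expressing GPR55 and beta-arrestin-GFP; plate controls were DMSO negative control for no effect and LPI positive control for full effect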
HIV fusion peptide: inhibitors of HIV fusion peptide binding, primary screen, biochemical, uHTS, fluorescence dequenching (AID 1986); cell-free peptide binding, fluorescence dequenching, 30 min; higher % means a stronger effect; actives 0.3% (n = 290,000); inhibition, % at 20 µM, or IC50 in µM where a hit was titrated; in the data active means inhibition mostly above about 52%, no sharp cut-off; inactive means mostly below about 76%; further: some results filed as inactive read as strong as hits
* hit, by the source's call; . = not tested or not shown; [ ] = dose if it differs, or a comment. Unless noted, no stated cut-off is given here; in the data, active means inhibition above about 50%; inactive means the rest. Not all compounds are listed; count on the stated rates, not on these rows.

Each structure is followed by: NOD1 NF-kB reporter	KOR beta-arrestin-1	KOR beta-arrestin-2	SV40 large T antigen	GPR55 LPI antagonism	HEK293 NOD2/NF-kB	Rac1 GTP hydrolysis	GPR55 activation	HIV fusion peptide
- CCn1c(Cc2ccccc2)nnc1SCC(=O)Nc1ccccc1F
    -27%	-27%[20 µM]	-8.0%	8%	1%	0%	8%	-0.1%	0.1%
- Cc1cc(CNC(=O)C(C)Cc2ccccc2)nn1C (configuration not stated)
    -19%	2%	-2.3%	6%	4%	9%	9%	-0.3%	-1.8%
- O=C(CSc1nccn1-c1cccc(Cl)c1)Nc1ccc2c(c1)OCCO2
    -18%	24%	-6.7%	0%	17%	0%	7%	0.2%	-1.0%
- CCC(NC(=O)Cc1c(C)c2cc3c(cc2oc1=O)OC(C)(C)CC3)C(=O)O (configuration not stated)
    -7%	-1%	2.6%	2%	10%	-22%	7%	-0.2%	14%
- CCOC(=O)C1=C(O)C(=O)N(c2ccccc2)C1c1cccc([N+](=O)[O-])c1 (configuration not stated)
    0%	-11%	5.7%	9%	-4%	-19%	-3%	-0.1%	-0.1%
- CCCCn1c(=N)n(CC(=O)c2ccco2)c2ccccc21
    -4%	-4%	1.7%	10%	2%	14%	4%	0.0%	0.6%
- CSc1ccc(N2CCN(CCCNC(=O)Nc3ccccc3F)CC2)cc1
    6%	-33%	-2.2%	1%	7%	-24%	4%	-0.2%	-2.9%
- Cc1ccc(C(=O)Nc2ccccc2C(=O)N2CC3(C)CC2CC(C)(C)C3)cc1 (configuration not stated)
    -4%	-44%	9.9%	-1%	-21%	-18%	6%	-0.1%	0.6%
- CCOc1ccc2c(CC)cc(=O)oc2c1OCC
    -18%	-18%	-2.0%	4%	-7%	5%	7%	-0.1%	0.2%
- CC(CC(=O)O)CC(=O)Nc1ccccc1C(=O)O (configuration not stated)
    -16%	-9%	3.0%	5%	8%	-9%	-9%	-0.1%	3.5%
- O=C(CCCc1ccccc1)NCc1ccc(Cl)cc1
    17%	10%[20 µM]	-5.0%	11%	-8%	-24%	13%	-0.2%	0.2%
- Cc1cccc(N2CCN(S(=O)(=O)c3c(C)nc4scc(C)n4c3=O)CC2C)c1 (configuration not stated)
    -7%	-19%	-1.9%	10%	5%	18%	6%	0.1%	-1.5%
- O=C(Cn1c(=O)sc2ccccc21)OC(CCl)CCl
    4%	-14%	14%	0%	2%	4%	6%	-0.4%	1.5%
- O=C(NN(c1ccccc1)c1ccccc1)c1ccccc1F
    -28%	-14%	4.0%	6%	5%	-26%	5%	-0.4%	-0.3%
- O=C(NC1(C(=O)NC2CCCCC2)CCCCC1)c1ccccn1
    -10%	13%	1.6%	3%	6%	7%	1%	-0.1%	-1.9%
- COc1ccc(-c2nn(C)c(=O)c3ccccc23)cc1CNS(C)(=O)=O
    -24%	2%	-2.6%	4%	-7%	-1%	12%	0.0%	-1.4%
- CCCCn1c(N)c(N(Cc2ccccc2OC)C(=O)C(C)Oc2ccc(Cl)cc2)c(=O)[nH]c1=O (configuration not stated)
    -10%	21%	-3.0%	12%	15%	14%	3%	0.2%	0.9%
- COc1ccccc1NC(=O)Cn1nnc(-c2ccccc2NC(=O)c2cccs2)n1
    -36%	8%	2.1%	2%	16%	1%	10%	0.3%	-1.0%
- COC(c1ccccc1)c1nnc(CCC(=O)NC2C3CC4CC(C3)CC2C4)o1 (configuration not stated)
    -32%	-24%[20 µM]	.	-1%	11%	-17%	4%	0.2%	0.3%
- CCc1nc2nc(C)cc(Nc3cccc(C(F)(F)F)c3)n2n1
    -19%	-2%	-2.9%	10%	4%	9%	7%	0.3%	-1.8%
- NC(=O)C1CCN(c2c([N+](=O)[O-])cc(C(F)(F)F)cc2[N+](=O)[O-])CC1
    -2%	-31%	-1.4%	4%	7%	-1%	11%	0.8%	-1.6%
- CCOC(=O)c1ccc(NC(=O)CCc2nnc3ccc(N4CCN(C)CC4)nn23)cc1
    -22%	-22%	1.6%	8%	6%	6%	8%	-0.1%	0.4%
- O=C(CCc1nc2ccccc2c(=O)[nH]1)NCc1cccc(Cl)c1
    -15%	-17%	-6.0%	9%	2%	-1%	9%	-0.1%	0.1%
- COc1ccc2c(c1O)-c1ccccc1CCN(C)C2
    7%	-17%	-0.2%	21%	8%	11%	4%	0.2%	0.0%
- O=C(CCc1ccccc1)NCC1OCCc2ccccc21 (configuration not stated)
    -6%	24%[20 µM]	-7.1%	11%	7%	31%	7%	-0.1%	-0.2%
- CC(C)CCNC(=O)CN(C(=O)CCC(=O)Nc1nccs1)C1CCCCC1
    -22%	-60%	4.7%	6%	-2%	7%	5%	-0.2%	1.1%
- C/C(CC(=O)Nc1cccnc1)=N\NC(=O)C(=O)Nc1cccc(C)c1
    -13%	-39%	1.2%	7%	7%	9%	6%	0.5%	1.2%
- CSCCC(NC(=O)c1ccccc1)C(=O)O (configuration not stated)
    -37%	0%	-3.7%	4%	-19%	5%	-10%	-0.5%	-1.4%
- CCN(CC)S(=O)(=O)c1ccc(Cl)c(C(=O)NC(C)C(c2cccs2)N2CCCC2)c1 (configuration not stated)
    -23%	3%	0.1%	2%	-12%	-48%	5%	-0.5%	-1.9%
- Cc1cc(C)n(-c2ccc(NC(=O)C3CCCCN3C(=O)c3sccc3C)cc2)n1 (configuration not stated)
    2%	-5%	-1.7%	20%	-10%	2%	6%	0.3%	-0.6%
- c1ccc(Oc2ccc(-c3ccnc4nc(N5CCN(c6ccccc6)CC5)nn34)cc2)cc1
    37%	14%	-5.0%	3%	8%	14%	9%	0.2%	4.0%
- Cc1nnc(SCC(=O)Nc2cccc(C(F)(F)F)c2)n1Cc1ccco1
    -20%	4%	7.8%	-3%	-8%	4%	6%	-0.2%	-0.4%
- Cc1nc2c(ccc3nc(NC(=O)Cc4cccc5ccccc45)sc32)s1
    -33%	19%	2.4%	11%	-4%	-83%	11%	-0.2%	1.9%
- O=C(N/N=C1/CCc2ccccc21)C1CC1
    -51%	-7%	0.9%	3%	3%	-16%	4%	-0.2%	1.1%
- CCCCNC(=O)CNC(=O)c1nn(-c2ccc(OC)cc2OC)c(=O)c2ccccc12
    2%	-9%	-0.6%	5%	8%	14%	5%	-0.1%	0.5%
- COC(=O)CCc1cccc(CCC(=O)OC)c1
    -5%	-4%[20 µM]	-4.9%	11%	-10%	-1%	9%	-0.2%	-1.3%
- CCOC(=O)C1(CC2CC2)CCN(C(=O)c2cccnc2C)CC1
    -34%	-19%[20 µM]	.	.	4%	1%	-4%	0.6%	0.1%
- Cn1c(SCC(=O)N2CCN(c3ccccc3)CC2)nnc1-c1c[nH]c2ccccc12
    13%	-34%	3.0%	8%	0%	-11%	5%	-0.1%	11%
- COC(=O)c1ccccc1NC(=O)c1c(O)c2c([nH]c1=O)CCCC2
    -27%	-3%	2.2%	-6%	-13%	-5%	2%	0.1%	1.8%
- CCOC(=O)Cn1cnc2scc(-c3ccc(C)c(C)c3)c2c1=O
    0%	9%[20 µM]	-3.2%	-1%	6%	21%	10%	0.7%	-1.0%
- S=C(/N=c1/sccn1Cc1ccccc1)NC1CC1
    -15%	-22%	0.4%	1%	-16%	-1%	0%	-0.2%	-1.8%
- Nc1nc(SCC(=O)NC2CCCCC2)n[nH]1
    -38%	-4%	5.4%	4%	-12%	4%	6%	0.0%	-1.4%
- CCn1cc(C(=O)O)c(=O)c2cc(OC)ccc21
    1%	-42%	6.1%	-3%	-1%	-5%	4%	-0.1%	2.2%
- Cc1onc(-c2c(Cl)cccc2Cl)c1C(=O)N1CCc2ccccc2C1
    -8%	-15%	3.9%	13%	10%	2%	4%	-0.1%	-1.7%
- COCN(C#N)c1nc(OC)nc(OC)n1
    14%	-48%	2.0%	1%	6%	1%	5%	0.2%	25%
- Cc1nonc1NC(=O)CSc1nc2ccccc2o1
    14%	-2%	-2.8%	20%	2%	6%	6%	0.2%	2.3%
- O=C(Nc1ccc(Cl)cc1)[C@@H]1[C@@H]2C(=O)N(c3cccc(F)c3)C(=O)[C@@H]2[C@H]2C=CC=NN21
    -9%	30%	2.0%	9%	-10%	31%	6%	-0.6%	16%
- CCOc1ccccc1/C=C(\C#N)C(=O)Nc1cccc(C(=O)O)c1
    0%	19%	1.5%	10%	9%	21%	-5%	0.0%	4.5%
- COc1cccc(-c2nn(-c3ccccc3)cc2C(=O)Nc2nccs2)c1
    -17%	34%	-2.2%	0%	5%	3%	8%	-0.1%	-1.1%
- COCCOc1ccc(C(F)(F)F)cc1N
    -33%	6%	2.0%	-2%	7%	-6%	1%	0.1%	-1.0%
- COc1cc(/C=N/NC(=O)c2nnn(-c3nonc3N)c2-c2cccs2)ccc1O
    -4%	43%	-0.7%	19µM*	0%	23%	-3%	-0.1%	-0.4%
- CCNc1nc(NCC)nc(N/N=C/c2ccc(O)c(O)c2)n1
    -24%	7%	-5.3%	7%	8%	6%	45µM*	-0.5%	4.6%
- COC(=O)c1ccc(NS(=O)(=O)c2cc(C)ccc2OC)cc1
    -11%	18%	2.2%	14%	-6%	1%	12%	-0.2%	-0.1%
- CC(=O)NCCCc1nc2ccccc2n1Cc1cc(C)ccc1C
    -1%	-8%[20 µM]	-3.2%	2%	1%	9%	5%	0.2%	-1.7%
- O=C(NCc1cccs1)C(=O)NCC1OCCCN1S(=O)(=O)c1ccccc1 (configuration not stated)
    59%	1%	14%	7%	9%	6%	12%	-0.3%	-2.8%
- COc1ccc(N2CCN(C(=O)CCNS(=O)(=O)c3ccc(C)cc3)CC2)cc1
    22%	-10%	-2.6%	23%	4%	4%	14%	0.2%	1.1%
- O=C(NCC1CCCO1)c1ccc(C(=O)NCC2CCCO2)cc1 (configuration not stated)
    -28%	17%	-2.6%	15%	0%	2%	-9%	0.7%	1.6%
- COc1cc(OC)cc(-c2nnc(SCC(=O)NCc3cccs3)o2)c1
    -14%	27%	-1.7%	5%	-6%	4%	4%	-0.1%	2.5%
- O=C(c1ccc(Cl)cc1)N1CCN(c2cc(=O)[nH]nc2-c2ccccc2)CC1
    8%	2%	-2.6%	7%	5%	18%	-2%	0.1%	-2.6%

Quoted at random: two entries already listed
Each structure is followed by: NOD1 NF-kB reporter	KOR beta-arrestin-1	KOR beta-arrestin-2	SV40 large T antigen	GPR55 LPI antagonism	HEK293 NOD2/NF-kB	Rac1 GTP hydrolysis	GPR55 activation	HIV fusion peptide
- Cn1c(SCC(=O)N2CCN(c3ccccc3)CC2)nnc1-c1c[nH]c2ccccc12
    13%	-34%	3.0%	8%	0%	-11%	5%	-0.1%	11%
- Cc1onc(-c2c(Cl)cccc2Cl)c1C(=O)N1CCc2ccccc2C1
    -8%	-15%	3.9%	13%	10%	2%	4%	-0.1%	-1.7%
